# Screening data (PubChem)
# CHRM4 PAM: positive allosteric modulators of human muscarinic M4 receptor | P08173 | actives 0.4% (n = 360,000) | CHO-K1 hM4/Gqi5, Fluo-8 calcium fluorescence, ACh EC20; 0% = ACh EC20, 100% = maximal ACh | activation, % at 3 µM;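 active means activation above its plate's cutoff, the mean activation of sample wells plus 3 SD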; further: some results filed as inactive read as strong as hits
# Target sequence (P08173 whole entry, looked up): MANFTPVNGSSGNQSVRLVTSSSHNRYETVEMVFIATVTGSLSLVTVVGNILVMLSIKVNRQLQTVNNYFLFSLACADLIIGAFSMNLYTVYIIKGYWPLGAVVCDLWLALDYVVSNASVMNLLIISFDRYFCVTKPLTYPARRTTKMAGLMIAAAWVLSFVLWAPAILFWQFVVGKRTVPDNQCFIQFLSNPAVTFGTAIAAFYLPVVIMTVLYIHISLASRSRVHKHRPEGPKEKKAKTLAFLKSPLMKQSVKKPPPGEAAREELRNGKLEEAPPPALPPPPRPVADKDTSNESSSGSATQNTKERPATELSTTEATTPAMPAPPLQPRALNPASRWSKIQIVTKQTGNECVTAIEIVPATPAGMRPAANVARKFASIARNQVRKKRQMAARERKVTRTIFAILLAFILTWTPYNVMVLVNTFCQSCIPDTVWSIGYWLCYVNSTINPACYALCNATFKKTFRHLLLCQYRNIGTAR
# CHRM4 antagonist: blocks acetylcholine activation of human M4 receptor; CHO-hM4 cells, ACh EC80, Fluo-8 calcium fluorescence; inhibition, % at 3 µM; actives 0.73% (n = 360,000); AID 624125;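 active means inhibition above its plate's cutoff, the mean inhibition of sample wells plus 3 SD, cut at about 27% in these data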;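 further: 0% = acetylcholine EC80 with DMSO and 100% = DMSO without agonist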
# M5 antag: blocks acetylcholine activation of human M5 receptor; P08912; CHO-hM5 cells, Fluo-8 calcium fluorescence, ACh EC80; inhibition, % at 3 µM; actives 0.59% (n = 360,000);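 active means inhibition above a per-plate cutoff, the mean of that plate's test compounds plus 3 SD, cut at about 27% in these data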;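 further: 0% = acetylcholine EC80 with DMSO and 100% = DMSO without agonist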
# CHRM5 agonist: agonists of human muscarinic M5 receptor (CHRM5) | AID 624037 | CHO-K1 hM5 cells, Fluo-8 calcium fluorescence; 0% DMSO wells, 100% maximal acetylcholine response | activation, % at 3 µM | P08912 | actives 0.19% (n = 360,000);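 active means activation above the run's mean over test compounds plus 3 SD, cut at about 23% in these data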;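 further: signal is peak over basal fluorescence ratio across the kinetic read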
# CRFR2-BP antag: CRF-BP/CRF-R2 complex antagonism | HEK293 CRF-R2/CRF-BP, CRF-induced calcium fluorescence | inhibition, % at 11.8 µM | actives 0.59% (n = 350,000) | AID 588475;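 active means inhibition of the ligand-induced calcium signal above about 50% at the single tested concentration, limit read from the data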
# M5 PAM: potentiates acetylcholine response at human M5 receptor; P08912; CHO-K1 hM5, Fluo-8 calcium, ACh EC20 PAM; 0% = ACh EC20, 100% = ACh EC100; activation, % at 3 µM; actives 0.3% (n = 360,000);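 active means activation above the run cutoff, the mean activation of all test compounds plus 3 SD, cut at about 18% in these data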
#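 Replicates: One well per compound, no replicates | System: Human M5 receptor in CHO-K1 cells | Benchmarks: Low control EC20 acetylcholine (0%), high control EC100 acetylcholine (100%) | Probe or stimulus: Acetylcholine, EC20 level | Times: Fluo-8 loading 80 min at 37 °C plus 30 min room temperature | Signal: Intracellular calcium via Fluo-8 fluorescence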
# M1 PAM: positive allosteric modulators of human M1 muscarinic receptor. activation, % at 3 µM. actives 0.088% (n = 360,000). CHO-K1 hM1, Fluo-8 calcium fluorescence, ACh EC20; 0% = ACh EC20, 100% = maximal ACh; in the data active means activation above about 19%, passing the limit was not always enough
# Target sequence (P11229 whole entry, looked up): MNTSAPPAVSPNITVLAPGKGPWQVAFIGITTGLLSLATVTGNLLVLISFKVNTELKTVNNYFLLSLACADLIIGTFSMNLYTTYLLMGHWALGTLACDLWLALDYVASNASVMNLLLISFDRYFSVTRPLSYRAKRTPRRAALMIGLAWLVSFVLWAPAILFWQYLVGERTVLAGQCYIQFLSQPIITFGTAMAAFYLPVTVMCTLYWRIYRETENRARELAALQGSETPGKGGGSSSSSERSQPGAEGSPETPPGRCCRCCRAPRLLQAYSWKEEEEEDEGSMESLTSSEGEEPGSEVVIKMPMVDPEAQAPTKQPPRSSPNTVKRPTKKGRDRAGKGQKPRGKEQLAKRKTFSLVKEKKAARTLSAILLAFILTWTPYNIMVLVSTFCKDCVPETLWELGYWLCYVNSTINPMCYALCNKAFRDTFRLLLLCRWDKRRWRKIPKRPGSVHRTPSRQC
# M4 ag: CHRM4 agonism in calcium assay. P08173. CHO-K1 hM4/Gqi5, Fluo-8 calcium fluorescence; vehicle 0%, full acetylcholine response 100%. activation, % at 3 µM. actives 0.14% (n = 360,000). AID 624127;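 active means activation above the run mean over all test wells plus 3 SD, cut at about 32% in these data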;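 further: peak over basal fluorescence ratio per well then scaled between controls; 0% = DMSO wells and 100% = acetylcholine at EC100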
# CRFBP-R2 agonist: agonists of human CRF-binding protein/CRF-R2 receptor complex. actives 0.46% (n = 350,000). activation, % at 13.2 µM. HEK293 CRF-R2/CRF-BP, calcium dye fluorescence (FLIPR); percent of saturating CRF peptide response;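 active means activation of at least 50%, plus an integration ratio under a set limit after plate pattern correction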;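 further: plate controls were neutral control wells without compound for no effect and CRF at EC100 for full effect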
# Active calls of the source: *; nt = no result given.
SMILES,CHRM4 PAM,CHRM4 antagonist,M5 antag,CHRM5 agonist,CRFR2-BP antag,M5 PAM,M1 PAM,M4 ag,CRFBP-R2 agonist
Cc1ccc(OCCn2c(Br)nc3c2c(=O)n(C)c(=O)n3C)cc1,12,-13,-12,0,-11,0,1,5,-2.2
CCC(=Nc1ccccc1)C1=C(O)CCCC1=O,1,-14,-8,7,7,4,20,0,-0.2
CCOC(=O)c1ccc(CSc2nnc(N)s2)cc1,-8,2,9,4,-9,-7,3,2,-1.0
Cc1ccc(NC(=O)c2ccco2)cc1NC(=O)CSc1nnc(-c2cccs2)n1C,9,4,5,1,2,0,0,3,-3.2
CSc1nc(O)c(C(c2ccc(OC(C)C)cc2)c2c(O)nc(SC)[nH]c2=O)c(=O)[nH]1,-31,2,25,-2,1,-25,-6,15,-0.1
O=C(/C=C/Nc1ccccc1OC(F)(F)F)C(F)(F)F,-3,-3,-2,-3,-24,-5,-3,1,3.8
NS(=O)(=O)c1ccc(NC(=O)CSc2nnc(-c3cnccn3)n2-c2ccccc2)cc1,9,9,-8,1,3,2,9,1,-1.5
O=C(NCCC(=O)N1CCc2ccccc21)c1ccccc1Cl,-2,1,0,-3,-4,4,4,2,0.7
CC(=O)C1C(c2ccc(F)cc2)NC(=O)NC1(O)C(F)(F)F (stereo not given),-1,-7,-8,-1,14,6,13,1,-1.1
CC1CCCC(C)N1c1nnc(N)s1 (stereo not given),0,-2,1,-1,5,-4,0,2,0.5
CCOC(=O)c1c(-c2ccc3ccccc3c2)csc1NC(=O)CCCC(=O)O,7,-11,-4,-5,12,6,2,2,-0.3
CCc1c(C)nc2ncnn2c1N1CCC(C(=O)Nc2ccc(C)cc2)CC1,11,-4,-11,0,15,12,7,-1,-7.6

# The final 6 compounds of the part before are carried over, then new ones follow.
SMILES,CHRM4 PAM,CHRM4 antagonist,M5 antag,CHRM5 agonist,CRFR2-BP antag,M5 PAM,M1 PAM,M4 ag,CRFBP-R2 agonist
NS(=O)(=O)c1ccc(NC(=O)CSc2nnc(-c3cnccn3)n2-c2ccccc2)cc1,9,9,-8,1,3,2,9,1,-1.5
O=C(NCCC(=O)N1CCc2ccccc21)c1ccccc1Cl,-2,1,0,-3,-4,4,4,2,0.7
CC(=O)C1C(c2ccc(F)cc2)NC(=O)NC1(O)C(F)(F)F (stereo not given),-1,-7,-8,-1,14,6,13,1,-1.1
CC1CCCC(C)N1c1nnc(N)s1 (stereo not given),0,-2,1,-1,5,-4,0,2,0.5
CCOC(=O)c1c(-c2ccc3ccccc3c2)csc1NC(=O)CCCC(=O)O,7,-11,-4,-5,12,6,2,2,-0.3
CCc1c(C)nc2ncnn2c1N1CCC(C(=O)Nc2ccc(C)cc2)CC1,11,-4,-11,0,15,12,7,-1,-7.6
Cc1ccc(C(C(=O)NC(C)(C)C)N(CC2CCCO2)C(=O)c2csnn2)cc1 (stereo not given),1,3,16,-1,-6,-1,15,1,0.0
C[C@]12c3[nH]c4cc(-c5ccco5)ccc4c3CCN1C(=O)[C@@H](CC(=O)NCC13CC4CC(CC(C4)C1)C3)C[C@@H]2C(=O)N1CCOCC1,3,-14,0,1,7,7,8,1,-4.2
CC(C)C(=O)NC(=S)N(Cc1ccccc1)Cc1ccccc1,-4,6,-3,-9,6,1,5,-2,-1.7
Cc1c(NC(=O)Cn2nc(C(F)(F)F)c3c2CCCC3)c(=O)n(-c2ccccc2)n1C,-7,1,-3,-2,9,2,-4,1,1.2
Cc1ccccc1C(=O)NCCNc1ccc([N+](=O)[O-])cc1,-11,13,9,0,11,-13,-7,3,-1.1
COc1ccc(C(=O)NN(C)c2nc(-c3ccccc3)nnc2C(F)(F)F)cc1,1,0,-7,0,-33,-5,3,1,5.0
Cc1ccc(C(=O)OCn2nnc3ccccc3c2=O)cc1[N+](=O)[O-],11,-10,7,-3,79*,9,7,2,-2.8
COc1ccc(-c2cn[nH]c2-c2ccc(O)cc2O)cc1,-4,6,5,0,-5,-5,-4,1,-1.2
COc1ccc(S(=O)(=O)N2CCCCCC2)cc1C(=O)NCc1cccs1,-3,5,-5,-1,-27,-2,6,2,18
COc1cccc2cc(C(C)N(CCCN3CCOCC3)C(=O)Nc3ccc(Cl)cc3)oc12 (stereo not given),6,0,1,-4,16,1,4,0,-0.8
CCOc1cc(CNc2ccc(N3CCN(C(C)=O)CC3)cc2)cc(Br)c1OC,0,-7,-2,0,4,-3,4,6,-1.8
CCCCn1c(N)c(N(CCC(C)C)C(=O)CSc2nncn2-c2ccccc2)c(=O)[nH]c1=O,7,-9,2,0,-5,0,7,0,1.6
Cc1ccc(S(=O)(=O)NC2CCCCCC2)cc1,-2,-4,0,1,8,-8,-2,1,-2.0
CCN(CC)c1ccc(NC(=O)COc2ccccc2C#N)cc1S(=O)(=O)Nc1ccc(OC)cc1,1,-2,1,-1,19,-7,-3,3,-2.0
Cc1cc(C=C2C(=O)c3ccccc3C2=O)c(C)n1C,10,8,2,0,-4,0,2,1,0.4
COc1ccc(CCNC(=O)c2cc(-c3ccccc3O)n[nH]2)cc1OC,4,5,1,7,9,-3,4,9,-0.5
Cc1ccc(NC(=S)Nc2ccc(F)cc2)cc1,8,-13,2,2,18,2,8,3,0.0
CCN(Cc1ccccc1)C(=O)CN1C(=O)COc2ccc(S(=O)(=O)NC3CCCC3)cc21,5,-13,7,-4,-22,-4,11,6,-0.7
CC(C)NC(=O)C1Cc2c(-c3ccccc3Oc3ccccc3)ccnc2O1 (stereo not given),-1,-1,-1,2,nt,-6,2,1,nt
COc1ccc2c(c1)CC(=O)NC=C2,-4,3,-2,1,6,7,9,1,-1.0
COc1cccc(N(C(=O)Cn2nnc(-c3ccc(C)cc3)n2)C(C(=O)NC(C)(C)C)c2c[nH]c3ccccc23)c1 (stereo not given),-1,9,8,-3,-17,-2,9,-1,2.9
Cn1c(-c2ccccc2)c(C#Cc2ccc(N)cc2)c2ccccc21,-8,-4,13,-4,7,-20,-5,-2,-0.5
COc1ccc(NC(=O)C2Cc3c(-c4ccco4)ccnc3O2)cc1OC (stereo not given),0,-11,2,10,nt,0,-7,13,nt
CCN(CC)C(=O)C(C)N(C#N)c1nc(C)cc(C)n1 (stereo not given),2,8,4,1,10,-4,2,0,-1.7

# Retrieved one by one from the list above, 5 records:
SMILES,CHRM4 PAM,CHRM4 antagonist,M5 antag,CHRM5 agonist,CRFR2-BP antag,M5 PAM,M1 PAM,M4 ag,CRFBP-R2 agonist
Cn1c(-c2ccccc2)c(C#Cc2ccc(N)cc2)c2ccccc21,-8,-4,13,-4,7,-20,-5,-2,-0.5
CCN(CC)C(=O)C(C)N(C#N)c1nc(C)cc(C)n1 (stereo not given),2,8,4,1,10,-4,2,0,-1.7
COc1cccc(N(C(=O)Cn2nnc(-c3ccc(C)cc3)n2)C(C(=O)NC(C)(C)C)c2c[nH]c3ccccc23)c1 (stereo not given),-1,9,8,-3,-17,-2,9,-1,2.9
CC(C)NC(=O)C1Cc2c(-c3ccccc3Oc3ccccc3)ccnc2O1 (stereo not given),-1,-1,-1,2,nt,-6,2,1,nt
CCN(Cc1ccccc1)C(=O)CN1C(=O)COc2ccc(S(=O)(=O)NC3CCCC3)cc21,5,-13,7,-4,-22,-4,11,6,-0.7

# Later entries.
SMILES,CHRM4 PAM,CHRM4 antagonist,M5 antag,CHRM5 agonist,CRFR2-BP antag,M5 PAM,M1 PAM,M4 ag,CRFBP-R2 agonist
COc1ccc([C@H]2CC(=O)C=C(c3ccc(C)c(F)c3)C2)cc1,6,3,9,-4,5,1,7,0,-0.2
COc1ccccc1C(=O)NC(=S)Nc1cc(C(=O)O)ccc1C,3,-4,-5,-3,-21,-3,2,-1,-1.9
O=C(O)c1ccccc1/C=N/NC(=O)C1CCCCC1,17,2,-6,2,8,15,8,0,0.5
CNC(=O)CSc1nnc(-c2ccco2)n1-c1cc(C)ccc1C,-5,-6,6,-2,10,3,-1,1,-2.1
CCCCn1c(N)c(N(CC(C)C)C(=O)C2CC(=O)N(c3ccc4c(c3)OCCO4)C2)c(=O)[nH]c1=O (stereo not given),0,-2,-3,3,2,0,7,0,2.0
Cc1cccc(N2CCN(C(=O)C3CCCN(S(=O)(=O)c4c(C)noc4C)C3)CC2)c1C (stereo not given),-6,-12,0,-1,22,-9,-8,6,0.6
CC1CCN(C(=O)CSc2nc3cccnc3n2C)CC1,1,-19,-8,-1,0,-8,-3,1,0.6
O=C(O)CC(C(=O)O)c1cn(Cc2ccccc2)c2ccccc12 (stereo not given),-2,10,1,-1,7,-3,9,0,-1.2
CCc1nc(SCc2nc3ccccc3[nH]2)c2oc3ccccc3c2n1,-12,-1,-3,-4,5,-10,-12,10,-0.5
CC(=O)Nc1ccc(N2CCN(c3ccc(C(F)(F)F)cn3)CC2)nc1,-1,-1,2,1,7,6,6,2,0.5
COc1ccccc1-n1nnnc1SCC(=O)NC1CC1,1,-4,-1,-2,23,2,3,0,-1.5
O=C(c1ccc(F)cc1)N1CCC(C(=O)N2CCCc3ccccc32)CC1,-6,1,-7,4,-5,0,5,5,-0.9
COc1ccccc1C1C(C(=O)c2cc3ccccc3o2)=C(O)C(=O)N1CCN1CCOCC1 (stereo not given),-4,7,4,-9,8,-20,4,0,0.4
Cc1nc2ccccc2n(CC(=O)Nc2cc(Cl)cc(Cl)c2)c1=O,-7,6,-3,1,-62,-9,-1,10,34
CC(C)(CNC(=O)c1sc2cc(F)ccc2c1Cl)N1CCOCC1,-5,-1,1,-4,-7,-1,3,2,1.5
COc1cc(C(=O)NC2CCCCC2)ccc1OC1CCN(C(C)=O)CC1,0,0,-4,3,13,4,6,0,-0.6
CC(C)c1nc2c(c(=O)n(C)c(=O)n2C)n1C,7,3,-1,-3,-8,-2,12,3,-0.7
CCN1CCN(c2ncnc3scc(-c4ccc(OC)cc4)c23)CC1,-2,-2,3,-9,3,5,-18,1,-1.5
COc1ccccc1CN1CCC(n2nccc2NC(=O)CCCc2ccccc2)CC1,-6,3,1,-5,1,-1,-6,3,-0.6
CCOC(=O)CCCn1ccc2cc(S(=O)(=O)N3CCCC3)ccc21,-6,-2,10,-3,22,-6,1,2,-0.5
O=c1[nH]c(C2CCCN(S(=O)(=O)c3ccc(F)cc3)C2)nc2c1nnn2Cc1ccccc1 (stereo not given),13,8,4,0,-10,10,14,1,-3.9
O=C(N/N=C/c1cccs1)c1cccnc1,-3,-1,0,1,5,6,8,0,-2.2
OC1CCCN(c2ncnc3c2nnn3Cc2c(F)cccc2Cl)C1 (stereo not given),4,-2,6,-1,-2,3,2,2,1.0
